FLuc inh – qHTS Assay for Inhibitors of Firefly Luciferase. Luciferin 4-monooxygenase (Photinus pyralis), P08659. purified firefly luciferase, luminescence, 8 min. Potency, µM (titrated, usually from 57.1 µM), without a hit: at the top dose activity change, negative = inhibition, usual class: inhibitors. 2.2% of 72,000 active. AID 411, 2009; note: potency is the fitted concentration of half-maximal effect; % is set by controls: 0 for no effect and ±100 for the full control effect; nearly all actives have a fitted effect of over 40% in size
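Luminescence read-out after 8 min at room temperature; enzyme reaction used luciferin plus 10 uM ATP (linear range) in imidazole buffer pH 7.2 with KCl, MgCl2, Tween 20 and BSA. Each sample was run as a titration.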
USP2a inhib – qHTS Assay for Inhibitors of Ubiquitin-specific Protease USP2a; USP2a enzymatic assay, qHTS inhibition; Ubiquitin carboxyl-terminal hydrolase 2 (Homo sapiens), O75604; 0.1% of 60,000 active; Potency, µM (top dose mostly 38.3 µM), for inactives: at the highest dose activity change, negative = inhibition, most hits filed as inhibitors; AID 927, 2007;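 note: potency is the fitted concentration of half-maximal effect; nearly all actives have a fitted effect of over 60% in size; plate controls were DMSO for no effect and NEM full inhibition control for full effect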
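USP2 core (20nM final) preincubated 30 min RT with compound, then Ub-PLA2 20nM and NBD C6-HPC 20uM final added; buffer 20mM Tris-HCl pH 8.0, 2mM CaCl2. Fluorescence Ex 460/Em 535 read at 0 and 2.5 h; normalized to NEM.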
A350 fluor – qHTS Assay for Spectroscopic Profiling in A350 Spectral Region; 11% of 59,000 active; AID 590, 2007; Compound autofluorescence, 340/450 nm, Alexa 350 dye-equivalents; hits give high values; max dye-equivalent concentration, M; in the data active = max dye-equivalent concentration above about 10 nM; inconclusive = mostly about 1.1 nM to 9.6 nM
CRE Fsk mod – Cell signaling CRE-BLA (Fsk stim); Potency, µM (highest dose often 38.2 µM), for the others: top-dose activity change, negative = inhibition, most hits filed as activators; CHO CRE-bla reporter (cAMP response element driving beta-lactamase), forskolin EC10, beta-lactamase ratio; 2.5% of 71,000 active; active = well fitted activation curve with a large enough effect in the signal ratio, with a control signal flat, not every such curve was filed as active; inconclusive = small, poorly fitted or top-dose-only effect, or effect the other way, or a change in a side signal; the % refers to the signal ratio; note: potency is the fitted concentration of half-maximal effect; % of control where 0% means no effect
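CRE-bla CHO cells stimulated with EC10 NKH 477 (water-soluble forskolin) and compound titrations, 3 h at 37C; beta-lactamase read with CCF4 after 2 h at room temperature. Activity from 460/530 nm emission ratio, AC50 values for positive or negative modulation.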
Casp7 inh – qHTS Assay for Allosteric/Competitive Inhibitors of Caspase-7. 0.02% of 75,000 active. Potency, µM (series often up to 57.5 µM), for inactives: at the top dose activity change, negative = inhibition, hits mostly inhibitors. AID 889, 2007. recombinant caspase-7, Ac-DEVD-AFC fluorescence rate. P55210; active = well fitted inhibition curve with a large enough effect in the main read-out, with a control signal flat, not every such curve was filed as active; inconclusive = small, poorly fitted or top-dose-only effect, or a change in a side signal; note: potency is the fitted concentration of half-maximal effect; % of control where 0% means no effect
Target sequence (P55210 24-198 limits assumed): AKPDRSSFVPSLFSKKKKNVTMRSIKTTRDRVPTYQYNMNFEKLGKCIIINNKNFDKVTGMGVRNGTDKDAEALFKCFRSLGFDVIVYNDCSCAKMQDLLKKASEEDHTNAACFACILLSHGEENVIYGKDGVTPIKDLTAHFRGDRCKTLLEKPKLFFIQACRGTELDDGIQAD
Target sequence (P55210 207-303 limits assumed): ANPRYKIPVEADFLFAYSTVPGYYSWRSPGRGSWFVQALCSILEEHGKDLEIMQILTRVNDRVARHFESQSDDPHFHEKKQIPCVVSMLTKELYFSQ
BRCT inh red – qHTS Assay for Inhibitors of BRCT-Phosphoprotein Interaction (Red Fluorophore); Breast cancer type 1 susceptibility protein (Homo sapiens), P38398; BRCT-phosphopeptide binding, red fluorescence polarization; Potency, µM (series often up to 76.9 µM), for the others: top-dose activity change, negative = inhibition, hits mostly inhibitors; 0.03% of 75,000 active; note: % is set by controls: 0 for no effect and ±100 for the full control effect
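Rhodamine-labelled pBACH1 10-mer (100 nM) bound to BRCT domain (100 nM) at pH 7.3; compounds incubated 12 min room temperature, polarization read. Free peptide defines full inhibition; unlabelled decapeptide titrated as control.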
ERK AVP block – qHTS Assay for Inhibitors of the ERK Signaling Pathway using a Homogeneous Screening Assay. HEK293-V1b, vasopressin-stimulated pERK AlphaScreen. Potency, µM (top dose mostly 57.5 µM), for inactives: at the highest dose activity, negative = inhibition, hits mostly inhibitors. 0.99% of 72,000 active; note: potency is the fitted concentration of half-maximal effect; % is set by controls: 0 for no effect and ±100 for the full control effect; nearly all actives have a fitted effect of over 55% in size
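V1b-HEK293 cells; cpd 30 min 37C; 25 nM vasopressin 5 min; lyse 10 min; AlphaScreen beads 5 hr RT. Normalized to DMSO basal and 25 nM vasopressin; AC50 by Hill fit.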
Tau fil binding – qHTS Assay for Tau Filament Binding | Potency, µM (top dose mostly 57.1 µM), for inactives: at the top dose activity change, negative = inhibition | AID 596, 2007 | recombinant tau filaments, thioflavin S fluorescence, 15 h; filaments grown with octadecylsulfate alongside compound | Microtubule-associated protein tau (Homo sapiens), P10636 | 2% of 71,000 active;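 note: potency is the fitted concentration of half-maximal effect; % is set by controls: 0 for no effect and ±100 for the full control effect; actives lower thioflavin S fluorescence by blocking filaments or displacing dye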
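Read-out: ThS fluorescence, 450 nm excitation/510 nm emission; lower signal marks blocked filament formation or displaced dye. Tau at 1 uM with 30 uM ODS, 10 uM ThS, 5 mM DTT, 100 mM NaCl, 10 mM HEPES pH 7.4; 15 h, 37 C.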
Casp1 inh – qHTS Assay for Allosteric/Competitive Inhibitors of Caspase-1; Potency, µM (highest dose often 57.5 µM), inactives show at the highest dose activity change, negative = inhibition, hits mostly inhibitors; Caspase-1 enzyme, Ac-WEHD-AFC fluorogenic rate; P29466; 0.03% of 75,000 active;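 note: potency is the fitted concentration of half-maximal effect; plate controls were vehicle for no effect and no substrate for full effect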
Target sequence (P29466 120-297 limits assumed): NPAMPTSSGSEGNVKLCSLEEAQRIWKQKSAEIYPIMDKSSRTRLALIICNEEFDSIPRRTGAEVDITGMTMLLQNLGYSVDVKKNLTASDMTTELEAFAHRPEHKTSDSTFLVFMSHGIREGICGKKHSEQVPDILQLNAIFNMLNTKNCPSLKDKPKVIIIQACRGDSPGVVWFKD
Target sequence (P29466 317-404 limits assumed): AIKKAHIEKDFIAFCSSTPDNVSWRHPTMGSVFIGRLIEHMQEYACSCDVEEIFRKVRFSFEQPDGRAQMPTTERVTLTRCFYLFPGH
BRCT PPI green – qHTS Assay for Inhibitors of BRCT-Phosphoprotein Interaction (Green Fluorophore); Breast cancer type 1 susceptibility protein (Homo sapiens), P38398; 0.05% of 75,000 active; AID 875, 2007; Potency, µM (series often up to 76.9 µM), inactives show at the top dose activity change, negative = inhibition, most hits filed as inhibitors; BRCA1 BRCT-phosphopeptide binding, green fluorescence polarization;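 note: potency is the fitted concentration of half-maximal effect; plate controls were peptide without protein for full effect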
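Fluorescence polarization: His-tagged BRCT (~35 kDa BRCA1 C-terminus, 250 nM) bound to 100 nM fluorescein-labeled phosphorylated 10-aa BACH1 peptide, pH 7.3 phosphate buffer with DTT and Tween 20. Compounds incubated 12 min at room temperature; inhibition read as lowered polarization.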
HEK293 cAMP cs – qHTS Assay for Agonists of the Thyroid Stimulating Hormone Receptor: Activators of Intracellular cAMP Concentrations in Parental HEK 293; parental HEK293 CNG cAMP sensor, membrane potential fluorescence; Potency, µM (top dose mostly 57.1 µM), without a hit: at the top dose activation, actives largely listed as activators; 2.5% of 73,000 active; note: potency is the fitted concentration of half-maximal effect; % of control where 0% means no effect; nearly all actives have a fitted effect of over 55% in size
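Counterscreen for endogenous-receptor signalling: CNG-channel HEK 293 cells report cAMP rise by membrane depolarization. After 60 min dye equilibration with 100 uM RO 20-1724, compounds incubated 30 min before bottom-read fluorescence at 590 nm.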
Numbers without * were called inactive; i = inactive; ? = inconclusive; . = not tested or not shown; & = joins results of further samples; [ ] = dose if it differs, or a comment. Unless noted, calls come from the whole dose curve; as a rule, active = well fitted curve in the direction sought with a large enough effect; inconclusive = small, poorly fitted or top-dose-only effect, or another doubt; inactive = no such curve, though single readings can be large; an effect the other way counts as inactive or inconclusive.

Structure,FLuc inh,USP2a inhib,A350 fluor,CRE Fsk mod,Casp7 inh,BRCT inh red,ERK AVP block,Tau fil binding,Casp1 inh,BRCT PPI green,HEK293 cAMP cs
Cc1cccc(CNc2ncncc2-c2ccccc2C)c1,3%[2.29 µM],8%,?,8%,-5%,0.1%,-6%,6%,-1%,-0.1%,?
CCc1cc2ccc(OC)cc2nc1SCC(=O)Nc1cc(C)on1,-1%,-5%,i,-7%,-1%,-0.8%,31%[activator],9%,3%,-3.6%,?
CCCN1C(=O)c2cc(C(=O)O)ccc2C1O (stereo unspecified),0%,.,.,0%,0%,-1.2%,.,-13%,-9%,-0.9%,1%
O=S(=O)(c1ccccc1)c1nc(-c2ccco2)oc1NCc1ccco1,-5%,16%,i,-1%,-5%,-1.4%,?,1%,-1%,0.1%,16%
Cc1nc2sc(C(c3ccco3)N3CCN(c4ccc(F)cc4)CC3)c(O)n2n1 (stereo unspecified),2%,.,.,?,-3%,-0.7%,.,44%,-1%,-1.7%,?
Cn1c(CCNC(=O)c2ccccc2)nc2ccccc21,-1%,-2%,i,6%,1%,0.5%,-2%,-15%,-1%,0.5%,9%
CC1=NNC(=S)NCCCN2CCN(CCCNC(=S)NN=C(C)C=NNC(=S)NCCCN3CCN(CCCNC(=S)NN=C1)CC3)CC2,0%[11.4 µM],.,i,-11%[7.6 µM],-3%[11.5 µM],0.5%[15.4 µM],9%[11.5 µM],?,-1%[11.5 µM],-3.1%[15.4 µM],1%[11.4 µM]
Cc1ccccc1-n1c(C)nnc1SCc1nc2ccccc2s1,20µM*,26%,?,-6%,-3%,-0.5%,7%,-24%,-1%,1.0%,?
COc1cccc2c1CCC1CC(=O)CC[C@@]21C (stereo partly specified),.,-6%,.,.,0%,-1.2%,-3%,.,1%,-7.1%,.
CCOC(=O)N1CCN(C(=O)C2CCC(CNS(=O)(=O)c3ccc(Cl)cc3)CC2)CC1 (stereo unspecified),1%,6%,i,-4%,1%,1.7%,-1%,-3%,0%,-2.6%,5%
COc1ccc(N2CSC3=C(C#N)C(c4cc(OC)ccc4OC)CC(=O)N3C2)c(OC)c1 (stereo unspecified),-22%,.,.,?,-21%,-0.4%,-27%,25µM*,-13%,12%,4%
Cc1nc(NCCCN2CCOCC2)c2oc3ccccc3c2n1,-1%,-3%,i,3%,0%,1.1%,-14%,11%,-4%,-3.6%,4%
C/C=C/CSc1nc2c(c(=O)[nH]c(=O)n2C)n1Cc1ccc(C)cc1,-2%,.,.,7.9µM*,0%,0.4%,.,360%,-7%,-2.1%,0%
CCOCCCNC(=O)c1c[nH]c2ccc(S(=O)(=O)Nc3cccc(OC)c3)cc2c1=O,3%,18%,i,?,0%,-1.4%,32%[activator],4%,-1%,1.7%,-11%
Cc1ccc(S(=O)(=O)Nc2nc3ccc(S(C)(=O)=O)cc3s2)cc1,2%,-9%,i,-4%,0%,1.1%,-5%,-5%,-1%,-1.9%,7%
CCOC(=O)c1c(NC(=O)CSc2nnnn2-c2ccc3c(c2)OCO3)sc(C)c1C,1%,16%,i,2%,0%,1.2%,0%,7%,-3%,0.1%,?
Cc1onc(-c2ccccc2Cl)c1-c1nc(-c2ccccn2)no1,2%,16%,i,13µM*,-1%,-0.7%,-13%,8%,-4%,3.6%,32µM*
CCCc1[nH]nc2c1C(C1CC=CCC1)C(C#N)=C(N)O2 (stereo unspecified),1%,4%,.,?,-5%,0.4%,-14%,-12%,1%,-1.9%,-11%
O=C(OCCN1CCCCC1)c1c[nH]c2ccccc12,-4%&-8%,-6%,i,-10%&-4%,-1%&1%,-1.2%&-0.6%,?,?,-2%&1%,1.1%&-1.3%,16%&-18%
O=C(CCN1CCCCC1)c1csc2ccccc12,4%[11.4 µM],.,i,-15%[7.6 µM],0%[11.5 µM],0.4%[15.4 µM],-12%[11.5 µM],7%[11.4 µM],3%[11.5 µM],-0.1%[15.4 µM],-2%[11.4 µM]
CCC(CC)C(=O)NCCc1ccc(OC)c(OC)c1,-3%,2%,.,2%,-2%,1.2%,-8%,7%,-2%,-0.4%,7%
O=C(CN1C(=O)c2ccccc2C1=O)NCC1COc2ccccc2O1 (stereo unspecified),2%,-5%,i,-10%,-1%,0.3%,7%,2%,2%,-2.2%,1%
Cc1ccc(S(=O)(=O)N2CCC(C(=O)N[C@H](C(=O)NCc3ccco3)C(C)C)CC2)cc1,2%,7%,i,-25%,0%,0.5%,3%,-19%,0%,-3.6%,7%
CSc1nnc(Cn2c(=O)sc3ccccc32)n1C,3%,.,.,3%,0%,-0.4%,-13%,-18%,0%,-0.1%,?
COc1ccc(NS(=O)(=O)c2ccc(OCC(=O)N3CCCC3)cc2)cc1,3%,-9%,?,-1%,-2%,-0.2%,5%,63%,2%,-2.2%,2%
Cc1ccccc1NC1C=CS(=O)(=O)C1 (stereo unspecified),2%,-9%,i,-15%,0%,-1.5%,7%,-11%,0%,-1.7%,11%
COc1ccc(-c2cc3nc(C)c(CCC(=O)NCc4ccco4)c(C)n3n2)c(OC)c1,-1%,20%,1e-08M*,13%,0%,1.0%,24%,26%,-1%,-3.7%,-4%
O=C(c1cc(C(F)(F)F)cc(C(F)(F)F)c1)N1CCC[C@@]2(CCN(c3ccccc3)C2)C1,1%[11.4 µM],76%[activator],i,-6%,-3%,0.0%,10%,-17%,-4%,1.4%,6%
CCC(C)(C)n1nnnc1C(c1ccccc1OC)N1CCSCC1 (stereo unspecified),0%,1%,i,-7%,1%,-1.1%,2%,-9%,0%,-0.2%,?
COc1ccc(OC)c(S(=O)(=O)Nc2cnc3ccccc3c2)c1,2%,12%,?,-23%,-1%,-0.4%,-16%,2%,-3%,2.0%,11%
O=c1[nH]c(N2CCN(c3ccccc3)CC2)nc2c1CCC2,0%,-2%,i,0%,-1%,-1.0%,6%,-8%,-1%,-0.6%,3%
COC(=O)c1cc(Br)c(=O)n(CC(C)C)c1,0%,-4%,?,?,0%,1.0%,8%,-3%,0%,0.4%,12%
Cn1cnc2nc3n(c2c1=O)CCC3,3%,6%,.,1%,2%,-1.3%,32%,-3%,-6%,-2.2%,0%

A different layout for some results above:
> CCC(C)(C)n1nnnc1C(c1ccccc1OC)N1CCSCC1 (stereo unspecified)
  FLuc inh: 0% | USP2a inhib: 1% | A350 fluor: i | CRE Fsk mod: -7% | Casp7 inh: 1% | BRCT inh red: -1.1% | ERK AVP block: 2% | Tau fil binding: -9% | Casp1 inh: 0% | BRCT PPI green: -0.2% | HEK293 cAMP cs: ?
> COc1ccc(OC)c(S(=O)(=O)Nc2cnc3ccccc3c2)c1
  FLuc inh: 2% | USP2a inhib: 12% | A350 fluor: ? | CRE Fsk mod: -23% | Casp7 inh: -1% | BRCT inh red: -0.4% | ERK AVP block: -16% | Tau fil binding: 2% | Casp1 inh: -3% | BRCT PPI green: 2.0% | HEK293 cAMP cs: 11%
> O=c1[nH]c(N2CCN(c3ccccc3)CC2)nc2c1CCC2
  FLuc inh: 0% | USP2a inhib: -2% | A350 fluor: i | CRE Fsk mod: 0% | Casp7 inh: -1% | BRCT inh red: -1.0% | ERK AVP block: 6% | Tau fil binding: -8% | Casp1 inh: -1% | BRCT PPI green: -0.6% | HEK293 cAMP cs: 3%
> COC(=O)c1cc(Br)c(=O)n(CC(C)C)c1
  FLuc inh: 0% | USP2a inhib: -4% | A350 fluor: ? | CRE Fsk mod: ? | Casp7 inh: 0% | BRCT inh red: 1.0% | ERK AVP block: 8% | Tau fil binding: -3% | Casp1 inh: 0% | BRCT PPI green: 0.4% | HEK293 cAMP cs: 12%
